BAZ2B inh = qHTS Assay for Inhibitors of BAZ2B; Bromodomain adjacent to zinc finger domain protein 2B (Homo sapiens), Q9UIF8; AlphaScreen BAZ2B-H3K14Ac peptide displacement; Potency, µM (doses to about 114 µM), for inactives: top-dose activity change, negative = inhibition, usual class: inhibitors; 360,000 tested, 4.4% active; also: potency is read from the fitted curve at half-maximal effect; % is scaled to controls: 0 for no effect and ±100 for the full control effect; nearly all actives have a fitted effect of over 60% in size
Target sequence (Q9UIF8 whole entry, looked up, the tested form may be a part): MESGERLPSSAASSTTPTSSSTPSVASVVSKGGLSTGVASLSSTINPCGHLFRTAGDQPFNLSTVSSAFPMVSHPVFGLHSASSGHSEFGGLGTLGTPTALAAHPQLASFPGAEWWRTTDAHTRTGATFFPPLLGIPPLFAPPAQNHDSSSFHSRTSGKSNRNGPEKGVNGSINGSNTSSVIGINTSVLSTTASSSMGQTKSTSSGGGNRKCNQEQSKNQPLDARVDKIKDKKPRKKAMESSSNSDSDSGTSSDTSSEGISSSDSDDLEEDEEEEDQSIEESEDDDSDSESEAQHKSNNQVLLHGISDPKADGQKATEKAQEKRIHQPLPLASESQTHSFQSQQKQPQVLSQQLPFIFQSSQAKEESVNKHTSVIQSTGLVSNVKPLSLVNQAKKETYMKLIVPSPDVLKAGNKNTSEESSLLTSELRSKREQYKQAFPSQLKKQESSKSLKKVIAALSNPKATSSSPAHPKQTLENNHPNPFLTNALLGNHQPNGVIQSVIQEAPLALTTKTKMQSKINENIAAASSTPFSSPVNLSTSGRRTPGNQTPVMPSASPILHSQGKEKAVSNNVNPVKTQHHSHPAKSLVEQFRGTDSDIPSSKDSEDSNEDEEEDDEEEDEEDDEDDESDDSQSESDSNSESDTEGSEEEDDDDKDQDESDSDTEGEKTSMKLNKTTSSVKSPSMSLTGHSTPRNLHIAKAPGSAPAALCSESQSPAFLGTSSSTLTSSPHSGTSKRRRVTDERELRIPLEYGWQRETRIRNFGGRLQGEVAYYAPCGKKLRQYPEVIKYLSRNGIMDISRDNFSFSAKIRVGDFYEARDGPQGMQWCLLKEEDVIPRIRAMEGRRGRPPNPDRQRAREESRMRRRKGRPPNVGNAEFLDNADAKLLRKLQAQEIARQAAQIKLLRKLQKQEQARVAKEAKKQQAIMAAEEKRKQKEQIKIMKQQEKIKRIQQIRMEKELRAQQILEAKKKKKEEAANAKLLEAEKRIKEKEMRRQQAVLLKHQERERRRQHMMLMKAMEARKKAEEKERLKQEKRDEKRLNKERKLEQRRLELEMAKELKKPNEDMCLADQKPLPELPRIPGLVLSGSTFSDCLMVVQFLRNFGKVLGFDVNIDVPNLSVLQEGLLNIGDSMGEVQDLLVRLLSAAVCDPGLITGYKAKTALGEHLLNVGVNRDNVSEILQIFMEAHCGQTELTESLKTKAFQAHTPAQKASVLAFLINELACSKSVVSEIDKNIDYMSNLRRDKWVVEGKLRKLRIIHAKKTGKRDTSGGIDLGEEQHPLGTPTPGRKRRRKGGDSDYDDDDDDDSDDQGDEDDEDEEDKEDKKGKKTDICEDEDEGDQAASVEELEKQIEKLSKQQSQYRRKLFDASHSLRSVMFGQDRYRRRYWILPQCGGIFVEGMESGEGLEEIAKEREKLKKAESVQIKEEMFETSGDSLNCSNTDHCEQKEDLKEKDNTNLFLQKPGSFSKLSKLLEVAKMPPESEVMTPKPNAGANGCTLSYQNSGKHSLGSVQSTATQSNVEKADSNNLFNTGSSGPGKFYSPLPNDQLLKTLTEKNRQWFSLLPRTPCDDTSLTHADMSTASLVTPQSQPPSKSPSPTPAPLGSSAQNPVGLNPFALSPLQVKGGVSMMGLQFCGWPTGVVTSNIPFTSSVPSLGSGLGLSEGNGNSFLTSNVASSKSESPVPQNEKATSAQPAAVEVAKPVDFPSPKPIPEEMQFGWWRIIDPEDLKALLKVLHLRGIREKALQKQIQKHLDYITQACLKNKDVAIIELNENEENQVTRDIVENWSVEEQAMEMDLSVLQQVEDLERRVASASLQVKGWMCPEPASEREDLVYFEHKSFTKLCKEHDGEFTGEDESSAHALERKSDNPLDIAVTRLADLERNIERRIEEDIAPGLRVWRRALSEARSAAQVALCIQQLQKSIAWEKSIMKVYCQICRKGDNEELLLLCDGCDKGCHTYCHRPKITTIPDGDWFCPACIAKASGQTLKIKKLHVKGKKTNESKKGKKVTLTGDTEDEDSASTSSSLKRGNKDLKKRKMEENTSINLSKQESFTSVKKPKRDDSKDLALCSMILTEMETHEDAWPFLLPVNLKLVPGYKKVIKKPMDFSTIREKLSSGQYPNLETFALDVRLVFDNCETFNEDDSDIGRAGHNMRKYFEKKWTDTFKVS
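AlphaScreen displacement of biotin-H3(5-23)K14Ac peptide (50 nM final) from BAZ2B (50 nM final) in PBS pH 7.4, 0.01% Tween-20; complex preformed 30 min RT, then compounds (top 110 uM) 30 min RT, beads 20 min dark.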
JMJD2A Tudor = qHTS Assay for Inhibitors of JMJD2A-Tudor Domain. Lysine-specific demethylase 4A (Homo sapiens), O75164. AlphaScreen JMJD2A-Tudor / H3K4me3 peptide binding. Potency, µM (top dose mostly 114 µM), for inactives: top-dose activity change, negative = inhibition, hits mostly inhibitors. 390,000 tested, 4.4% active; also: potency is read from the fitted curve at half-maximal effect; % is scaled to controls: 0 for no effect and ±100 for the full control effect; nearly all actives have a fitted effect of over 50% in size
G9a inh = qHTS Assay for Inhibitors of Histone Lysine Methyltransferase G9a. Potency, µM (top dose mostly 102 µM), inactives show at the top dose activity, negative = inhibition, hits mostly inhibitors. Histone-lysine N-methyltransferase EHMT2 (Homo sapiens), Q96KQ7. G9a H3K9 monomethylation, AlphaScreen, 2 h. AID 504332, 2011. 350,000 tested, 8.8% active; also: potency is read from the fitted curve at half-maximal effect; % is scaled to controls: 0 for no effect and ±100 for the full control effect; nearly all actives have a fitted effect of over 75% in size
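AlphaScreen read-out: biotin-H3K9 peptide (500 nM) methylation by 20 nM enzyme with 20 uM SAM, 2 h at room temperature after 15 min compound preincubation; anti-monomethyl H3K9 antibody plus donor/acceptor beads, 10 min dark.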
PGK inhibitor = qHTS Assay to Find Inhibitors of Phosphoglycerate Kinase. Phosphoglycerate kinase, glycosomal (Trypanosoma brucei brucei), P07378. PGK/GAPDH coupled, Kinase-Glo luminescence, 60 min. Potency, µM (titrated, usually from 57.5 µM), inactives show at the top dose activity change, negative = inhibition, usual class: inhibitors. 380,000 tested, 0.043% active. AID 602233, 2012; also: potency is read from the fitted curve at half-maximal effect; % is scaled to controls: 0 for no effect and ±100 for the full control effect; nearly all actives have a fitted effect of over 60% in size
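Recombinant glycosomal PGK reaction used 1,3-bisphosphoglycerate generated in-well by GAPDH (100nM final) in 100mM TEA pH 7.6, 5mM MgCl2, 0.01% Tween-20. After 60 minutes at room temperature, ATP was read by Kinase-Glo Plus luminescence end-point.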
Pol eta inh = qHTS for Inhibitors of Polymerase Eta. recombinant Pol eta, fluorescent DNA replication assay. DNA polymerase eta (Homo sapiens), Q9Y253. Potency, µM (highest dose often 114 µM), for the others: at the highest dose activity change, negative = inhibition, usual class: inhibitors. AID 588591, 2011. 390,000 tested, 1.2% active; also: potency is read from the fitted curve at half-maximal effect; % is scaled to controls: 0 for no effect and ±100 for the full control effect
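Pol eta (10 nM) was preincubated with compounds for 15 min at room temperature, after which fluorescent replication substrate (50 nM final) was added to start the reaction. Fluorescence was read kinetically at 0 and 10 min.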
GLS inh = qHTS for Inhibitors of Glutaminase (GLS); Glutaminase kidney isoform, mitochondrial (Homo sapiens), O94925; GLS enzymatic activity, qHTS titration; Potency, µM (highest dose often 45.5 µM), for the others: at the top dose activity change, negative = inhibition, actives largely listed as inhibitors; 410,000 tested, 0.21% active; AID 624170, 2012; also: potency is read from the fitted curve at half-maximal effect; % is scaled to controls: 0 for no effect and ±100 for the full control effect
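Enzyme dispensed in phosphate buffer (45 mM, pH 8.2, 0.02% Tween-20), compounds pinned in, then 1 mM L-glutamine solution and the glutamate oxidase–HRP–Amplex Red mix added; fluorescence read immediately and again after 30 min at room temperature.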
PI4K2A block = qHTS for small molecular inhibitors of PI4K2A | purified PI4K2A, ADP-Glo luminescence, 1 h; stronger effect = lower value | activity change, negative = inhibition, % at 76.9 µM | 420,000 tested, 0.13% active; in the data active = activity change below about -50%; inconclusive = mostly about -30% to -49%;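 also: -100% = wells without enzyme as full effect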
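PI4K2A activity was measured by ADP-Glo luminescence: enzyme (4 ug/mL stock) and phosphatidylinositol (1.2 mM stock) in Tris pH 7.5/MgCl2/EGTA/Triton X-100 buffer were reacted with ATP (300 microM stock) for one hour at ambient temperature.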
Pin1 inh = qHTS Assay to Find Inhibitors of Pin1. Peptidyl-prolyl cis-trans isomerase NIMA-interacting 1 (Homo sapiens), Q13526. Pin1 FP peptide displacement, HiFluor488, 10 min. Potency, µM (titrated, usually from 115 µM), without a hit: top-dose activity, negative = inhibition, actives largely listed as inhibitors. 390,000 tested, 0.009% active. AID 504891, 2011; active = well fitted inhibition curve with a large enough effect in the polarisation, with a control signal flat, not every such curve was filed as active; inconclusive = small, poorly fitted or top-dose-only effect, or effect the other way, or a change in a side signal; inactive = no such curve, though single readings can be large or run the other way; the % refers to the polarisation; also: potency is read from the fitted curve at half-maximal effect; % is scaled to controls: 0 for no effect and ±100 for the full control effect
HP1b chromo inh = HTS for Inhibitors of HP1-beta Chromodomain Interactions with Methylated Histone Tails; Chromobox protein homolog 1 (Homo sapiens), P83916; Potency, µM (doses to about 114 µM), inactives show top-dose activity change, negative = inhibition, hits mostly inhibitors; AlphaScreen HP1-beta / biotin-H3K9me3 peptide binding; AID 540317, 2011; 390,000 tested, 0.56% active; also: potency is read from the fitted curve at half-maximal effect; nearly all actives have a fitted effect of over 70% in size; inactives centre near 23
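HP1-beta protein (50 nM final) preincubated 30 min at room temperature with biotinylated H3(1-18)K9me3 peptide (50 nM) in PBS pH 7.4, 0.01% Tween-20, then compound added for 30 min. AlphaScreen streptavidin donor/nickel chelate acceptor beads (10 ug/mL final), 30 min dark, luminescence read.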
Active calls of the source: *; i = inactive; ? = inconclusive; . = no result given; & = joins results of further samples; [ ] = remark or other dose. Unless noted, calls follow the shape of the dose curve; as a rule, active = well fitted curve in the direction sought with a large enough effect; inconclusive = small, poorly fitted or top-dose-only effect, or another doubt; inactive = no such curve, though single readings can be large; an effect the other way counts as inactive or inconclusive. Some of the compounds tested; count on the stated rates, not on these rows.

The line under a structure holds: BAZ2B inh	JMJD2A Tudor	G9a inh	PGK inhibitor	Pol eta inh	GLS inh	PI4K2A block	Pin1 inh	HP1b chromo inh
- CCC(C)[C@H](NC(=O)Nc1cccc(Br)c1)C(=O)OC (some centres undefined)
 : -4%	-11%	20%[59 µM]	-2%	0%	1%	-1	-3%	23%
- Cc1cccc(NC(=O)CCN2CCC(C)CC2)c1
 : 3%	-12%	-10%	i	-18%	-2%	1	-5%	22%
- CCOCCCNC(=O)C1CCN(c2cc(C)nc3c(-c4ccc(OC)c(OC)c4)c(C)nn23)CC1
 : -2%	-14%	-2%[59 µM]	0%	4%	-6%	2	-8%	6%
- O=C(CCNc1n[nH]c(=O)[nH]c1=O)N/N=C/c1ccc(C(F)(F)F)cc1
 : 0%	-9%	-3%	15%	-25%	5%	5	-1%	38%[activator]
- COc1cccc(C(=O)NCC2CCCN(C(=O)Cc3cccc(C)c3)C2)c1OC (centres undefined)
 : .	.	.	i	-9%	-4%	-5	.	.
- COC1CCCN(C(=O)c2cccc(OC3CCN(S(C)(=O)=O)CC3)c2)C1 (centres undefined)
 : 1%	-12%	-5%	0%	1%	-2%	-2	-4%	22%
- Cc1nnsc1C(=O)NNc1ccc(C(C)(C)C)cc1
 : -15%	-21%	1.8µM*	-7%	-16%	10%	-1	-2%	11%
- Cc1cc(C)c(C(=O)N2CCCC(CNS(=O)(=O)N(C)C)C2)o1 (centres undefined)
 : -13%[57.1 µM]	-12%	8%	-10%	-8%	-13%	8	-5%	58%[activator]
- Cc1cccc(NC(=O)CNC(=O)CSc2nnc(C(F)(F)F)n2C)c1C
 : 10%	-10%	2%[12.7 µM]	-4%	-6%	-2%	-7	-6%	29%
- COc1cccc(OC)c1C(=O)NNS(=O)(=O)c1ccc2ccccc2c1
 : -14%	-19%	-6%[0.501 µM]	-2%	-3%	21%	-1	-12%	29%
- COc1cc(C2C(C(=O)c3ccc(C)o3)=C(O)C(=O)N2CCCn2ccnc2)cc(OC)c1OC (centres undefined)
 : ?	-3%	.	-5%	10%	2%	2	-7%	4%
- Cc1ccc(NC(=O)c2cc3ccccc3oc2=N)cc1
 : -13%	-4%	19%	.	-5%	-3%	-8	3%	49%[activator]
- CCOC(=O)COc1ccc(/C=C(\C#N)c2nc3ccc(C)cc3[nH]2)cc1OC
 : -22%	-9%	-8%[59 µM]	5%	79µM*	-3%	2	?	48%[activator]
- O=C(Nc1cc(S(=O)(=O)N2CCOCC2)ccc1N1CCCCC1)c1ccccc1Br
 : .	-32%	.	-5%	2%	27%	0	20%	?
- Cc1ccc(C(=O)Nc2ccccc2C(=O)Nc2ccccn2)cc1Cl
 : 12%	-10%	.	-3%	-21%	3%	-7	3%	-6%
- CN(C)CCCN(C(=O)c1ccc(S(=O)(=O)N2CCOCC2)cc1)c1nc2ccc(F)cc2s1
 : -10%	-24%	.	-3%	-19%	8%	0	3%	4%
- CCCCNC(=O)Cn1cnc2ccc(S(=O)(=O)N3CCC(C)CC3)cc2c1=O
 : 13%	-7%	-21%	4%	10%	-6%	-1	-4%	30%
- Cc1c(S(=O)(=O)N2CCOCC2)c(=O)n(C)c(=O)n1C
 : 2%	-6%	-30%[59 µM]	-5%	-7%	-6%	-4	0%	39%[activator]
- CCN(CC)CCNC(=O)c1ccc(NC(=O)C2CCN(c3ncnc4sc(C)c(C)c34)CC2)cc1
 : -14%	-27%	.	4%	6%	2%	1	0%	-7%
- O=C(Nc1ccc(Cl)cc1)c1ccc2nsnc2c1
 : -9%	-6%	-7%[59 µM]	-11%	-7%	1%	-6	2%	44%[activator]
- COc1ccccc1N1CCN(C(=O)c2coc(=O)c(Br)c2)CC1
 : -4%	-3%	?	-10%	-22%	-5%	4	-1%	35%
- CC(=O)Nc1cccc(-n2nnc(SCC(=O)c3ccccc3)n2)c1
 : -12%	-8%	-2%	1%	4%	11%	-4	-1%	35%
- Cc1nn(C)cc1CNC(=O)Nc1cccc(Cl)c1
 : 40%[activator]	-14%	?	7%	2%	8%	3	5%	36%
- Cc1nn(C)cc1NC(=O)CC12CC3CC(CC(C3)C1)C2
 : -1%	9%	25%[59 µM]	-5%	-20%	1%	-1	0%	38%
- COc1cc(CNC(=O)c2ccc3nc(CCc4ccccc4)oc3c2)cc(OC)c1OC
 : -11%	-26%	-2%[59 µM]	9%	-18%	10%	-1	3%	15%[57 µM]
- CCOc1ccccc1Nc1ccc(C(=O)O)cc1N
 : ?	-17%	?	i	-12%	23%	1	?	-1%
- CSCCC(NC(=O)c1ccccc1)C(=O)NCc1ccc(S(N)(=O)=O)cc1 (centres undefined)
 : -3%	-11%	7%	-12%	-5%	-11%	4	1%	16%
- Cc1cc(C)n(-c2ccc(C(=O)OCC(=O)Nc3ccc(S(=O)(=O)N4CCOCC4)cc3)cc2)n1
 : 7%	-13%	23%[59 µM]	i	-7%	-24%	-2	0%	23%
- COc1cccc(CNc2nccn(-c3ccc(OC)c(OC)c3)c2=O)c1
 : 28%	-6%	7%[59 µM]	i	-19%	1%	0	2%	29%
- COc1ccc([C@H]2C[C@@H](n3cc(C4CC4)nn3)[C@H](O)CN2C(=O)c2cccs2)cc1
 : .	.	.	8%	-16%	2%	-3	.	.
- O=C1C(Nc2ccccc2)=C(NS(=O)(=O)c2ccccc2)C(=O)c2ccccc21
 : -13%	-5%	-8%[59 µM]	-10%	-17%	29%	-6	2%	2%
- O=C(c1ccccc1Br)N1CCc2c([nH]c3ccccc23)C1
 : ?	?	9%[2.33 µM]	-4%	-15%	-1%	10	0%	-16%
- O=C(O)c1cc(=O)[nH]c2ccc(S(=O)(=O)Nc3ccc(F)cc3)cc12
 : 0%	-1%	58%[activator][0.501 µM]	.	-5%	-6%	-2	-1%	52%[activator]
- O=C(NCCS(=O)(=O)N1CCN(C(=O)c2ccco2)CC1)c1ccccc1
 : .	.	.	-10%	-6%	0%	-5	.	.
- COc1cccc2sc(N(CCCN(C)C)C(=O)CCS(=O)(=O)c3ccccc3)nc12
 : -28%	-10%	8.9µM*	-2%	2%	1%	-6&-4	0%	13%
- COc1cccc(NC(=O)CN2C(=O)C3(SCC(=O)N3c3cc(C)cc(C)c3)c3ccccc32)c1 (centres undefined)
 : 1%[57.1 µM]	-20%	-8%[59 µM]	4%	-15%	4%	-16	38%[activator]	9%
- CN(C)CCN=Cc1c(O)n(-c2ccc(S(=O)(=O)N3CCOCC3)cc2)c(=O)c2ccccc12
 : ?	?	7%[0.501 µM]	-6%	-1%	12%	2	1%	9%
- NC(=O)c1ccc(-n2nnnc2SCC(=O)Nc2ccccc2)cc1
 : 2%	-6%	?	-5%	-21%	2%	1	0%	32%
- CC(=O)NC(Cc1ccccc1)C(=O)OCC(=O)c1ccc(F)cc1 (centres undefined)
 : -1%	2%	-11%[59 µM]	0%	-12%	2%	0	0%	18%
- Cc1cc(C)cc(NC(=O)c2cccnc2)c1
 : 6%	-16%	6%	-10%	13%	7%	-4	3%	31%
- CCc1cccc(OCC2Cn3c(nc4c3c(=O)n(C)c(=O)n4C)O2)c1 (centres undefined)
 : -8%	-10%	.	-2%	-19%	-3%	136	-5%	18%
- O=C(O)C[C@H]1c2cc(F)ccc2S(=O)(=O)N1C1CCN(Cc2ccccc2)CC1
 : .	?	.	2%	-9%	2%	-1	-14%	31%
- CC(C)CCn1c(Sc2nc3ccccc3s2)nc2c1c(=O)[nH]c(=O)n2C
 : 8%	-10%	8%	-4%	-10%	-11%	3	4%	43%[activator]
- CC(=O)N1C[C@H]2CON(C)[C@H]2C[C@H]1c1ccc(-c2ccc(C#N)cc2)cc1
 : .	.	.	-2%	-12%	-4%	5	.	.
- Cc1cccc(NC(=O)C(c2cccc([N+](=O)[O-])c2)N2CCCCC2)c1 (centres undefined)
 : -9%	-35%	?	2%	-22%	3%	-1	0%	-2%
- CC1CCN(S(=O)(=O)c2cccc(C(=O)N(Cc3ccccc3)c3ccccn3)c2)CC1
 : 1%	-14%	20%	i	-12%	1%	-10	-6%	34%
- CCN(C(=O)COC(=O)c1ccccc1Cc1ccccc1)c1c(N)n(Cc2ccccc2)c(=O)[nH]c1=O
 : .	-10%	.	6%	5%	6%	1	17%	17%
- Cc1ccc(-c2cc(C(=O)OCC(=O)c3ccccc3)c3cccc(Cl)c3n2)cc1
 : 13%	12%	-8%[59 µM]	6%	-4%	5%	-5	-1%	38%
- Cc1cc(C)c2cc(C#N)c(N3CCCN(S(=O)(=O)c4ccccc4)CC3)nc2c1
 : .	17%	.	-1%[11.5 µM]	0%	-10%	2	-1%	50%[activator]
- Cc1ccc2[nH]c3c(c2c1)CN(C(=O)CN1CCN(Cc2ccc4c(c2)OCO4)CC1)CC3
 : -67%	50µM*	?	-14%	-22%	14%	3	-20%	?
- COc1ccc(N2CC(C(=O)OCC(=O)Nc3cccc(C)c3)CC2=O)cc1 (centres undefined)
 : 7%	-12%	27%	-3%	-20%	-8%	1	-12%	22%
- CN(CCC(=O)Nc1ccc(Br)cc1)Cc1ccccc1
 : 6%	-14%	-39%	6%	-10%	11%	0	1%	30%
